# ABCB1 inh = blocks JC-1 efflux by human ABCB1 transporter. P08183. CCRF-Adr cells, flow cytometry. inhibition, % at 6.6 µM. 190,000 tested, 0.067% active. AID 1326; in the data active = inhibition above about 40%;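 note: 0% = vehicle and 100% = reference inhibitor; higher value means more JC-1 retained so stronger ABCB1 efflux block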
# GSH fluor = GSH bead compound fluorescence profile; GSH beads flow cytometry, compound fluorescence 488/530 nm; stronger effect = higher value; 190,000 tested, 0.25% active; fluorescence (KMESF) at 10 µM; in the data active = fluorescence above about 89;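 note: glutathione beads carrying GST-tagged Bcl family fusion proteins plus one bare bead set; values are compound well signal with DMSO vehicle wells as background; inactives centre near 16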
# Rac1 wt modul = human Rac1 wildtype GTP binding, inhibitors and activators. P63000. GST-Rac1 beads, fluorescent GTP binding, flow cytometry; actives lie on both sides; 0 = cold GTP competed, 100 = untreated. GTP binding activity (% of control), % at 10 µM. 190,000 tested, 0.27% active. AID 757;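 active = GTP binding activity at least 20 points away from the 100% control level, either lower or higher; inconclusive = compound flagged as likely green fluorescent, judged across all proteins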
# Rab7 wt modul = modulators of GTP binding to dog Rab7 wildtype GTPase; GST-Rab7 beads, fluorescent GTP binding, flow cytometry; actives lie on both sides; untreated = 100%, excess cold GTP = 0%; GTP binding activity (percent of control), % at 10 µM; 190,000 tested, 0.055% active; AID 758;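 active = fluorescent GTP binding to Rab7 beads changed by at least 20 points from the 100% baseline, either direction, mostly lower; inconclusive = compound itself probably fluorescent, or too few beads counted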;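 note: median green fluorescence of bound Bodipy-FL-GTP per Rab7 bead population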
# Rac1 mut GTP = modulators of GTP binding to human Rac1 activated mutant; percent activity (GTP binding), % at 10 µM; GST-Rac1 activated beads, fluorescent GTP binding, flow cytometry; actives lie on both sides; 100% means binding = to untreated wells; 190,000 tested, 0.11% active; P63000;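 active = GTP binding at least 20 percentage points away from the 100% baseline, in either direction, so actives lie on both sides; inconclusive = Compound likely fluorescent itself, or too few beads counted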
# Rab2 wt GTP = changes GTP binding to wildtype dog Rab2A, up or down. P61105. GST-Rab2 wt beads, Bodipy-GTP binding, flow cytometry. GTP binding activity, % at 10 µM. 190,000 tested, 0.19% active;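 active = GTP binding activity at least 20 points away from 100%, either lowered or raised; inconclusive = signal likely due to the compound's own green fluorescence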;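 note: 0% = beads with excess unlabeled GTP and 100% = no-compound control corrected for plate trend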
# Pf gametocyte = kills late stage P. falciparum gametocytes. 150,000 tested, 0.065% active. inhibition, % at 10.9 µM. AID 743093. P. falciparum stage V gametocytes, ATP luminescence, 24 h;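 active = inhibition above the mean plus 3 SD of compounds within the control limits, set per campaign, cut at about 38% in these data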;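 note: 0% = DMSO wells and 100% = medium only without gametocytes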
# HRas wt GTP = human HRas wildtype GTP binding, change in either direction. P01112. GST-Ras wt beads, Bodipy-FL-GTP binding, flow cytometry; actives lie on both sides. GTP binding activity, % at 10 µM. 190,000 tested, 0.14% active. AID 759;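 active = GTP binding activity at least 20% away from the 100% baseline, either lowered as inhibitor or raised as activator; inconclusive = flagged as likely green fluorescent, judged across all proteins in the well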;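 note: 0% = unlabeled GTP competition control and 100% = no-compound control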
# Target sequence (P01112 whole entry, looked up): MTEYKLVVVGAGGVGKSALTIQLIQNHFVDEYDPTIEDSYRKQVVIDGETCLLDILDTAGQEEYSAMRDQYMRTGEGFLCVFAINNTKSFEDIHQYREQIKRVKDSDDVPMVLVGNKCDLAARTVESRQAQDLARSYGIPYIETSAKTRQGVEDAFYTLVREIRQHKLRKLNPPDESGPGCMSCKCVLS
# Avidin fluor = avidin bead compound fluorescence profile | AID 1775 | Avidin beads, compound fluorescence 488/530 nm, flow cytometry; stronger effect = higher value | fluorescence (KMESF) at 10 µM | 220,000 tested, 0.38% active; in the data active = fluorescence above about 47; note: inactives centre near 10
# ABCG2 inh = blocks JC-1 efflux by human ABCG2 transporter; Q9UNQ0; IgMXP3 cells, flow cytometry; inhibition, % at 6.6 µM; 190,000 tested, 0.1% active;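 active = inhibition above 80%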;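 note: 0% = DMSO and 100% = nicardipine control wells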
# Target sequence (Q9UNQ0 whole entry, looked up): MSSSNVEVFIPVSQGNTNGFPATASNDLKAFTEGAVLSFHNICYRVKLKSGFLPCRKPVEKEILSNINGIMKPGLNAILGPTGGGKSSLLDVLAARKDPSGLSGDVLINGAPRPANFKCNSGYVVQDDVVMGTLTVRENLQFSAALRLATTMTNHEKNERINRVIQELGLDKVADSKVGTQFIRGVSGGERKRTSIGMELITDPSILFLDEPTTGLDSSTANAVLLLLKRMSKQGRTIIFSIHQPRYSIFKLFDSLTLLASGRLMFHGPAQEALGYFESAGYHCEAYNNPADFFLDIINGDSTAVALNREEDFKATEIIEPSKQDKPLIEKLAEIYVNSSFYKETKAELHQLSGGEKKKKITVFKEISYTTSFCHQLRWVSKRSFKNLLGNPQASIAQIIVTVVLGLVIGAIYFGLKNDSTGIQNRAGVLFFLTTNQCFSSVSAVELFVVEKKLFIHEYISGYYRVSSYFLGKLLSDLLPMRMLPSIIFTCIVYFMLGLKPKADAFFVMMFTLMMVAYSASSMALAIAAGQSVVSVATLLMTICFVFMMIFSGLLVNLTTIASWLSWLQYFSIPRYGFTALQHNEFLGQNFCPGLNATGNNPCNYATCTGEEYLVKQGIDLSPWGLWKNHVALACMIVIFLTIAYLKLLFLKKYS
#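 Test system: IgMXP3 cells (ABCG2) mixed with DDAO far-red-labelled CCRF-Adr cells (ABCB1). Reagent: JC-1 transporter substrate. Compound dosing: single test compound dose, 6.6 µM final. Times: 10 min compound exposure, 25 °C. Detection: flow cytometry of retained JC-1 fluorescence. Read-out basis: efflux inhibition in percent versus controls. Controls: nicardipine and DMSO wells.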
# Cdc42 wt = human Cdc42 wildtype GTP binding change, either direction; P60953; 190,000 tested, 0.2% active; percent activity (GTP binding), % at 10 µM; GST-Cdc42 beads, Bodipy-GTP binding, flow cytometry; actives lie on both sides; AID 761;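 active = percent activity GTP binding at least 20 points away from the 100% baseline, either down as inhibitor or up as activator; inconclusive = compound flagged as likely green fluorescent from well-wide comparison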;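 note: median bead fluorescence of bound Bodipy-FL-GTP at 100 nM; 0% = excess unlabeled GTP control and 100% = no compound control; below 100% means less GTP binding so inhibitor and above means activator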
# Target sequence (P60953 whole entry, looked up): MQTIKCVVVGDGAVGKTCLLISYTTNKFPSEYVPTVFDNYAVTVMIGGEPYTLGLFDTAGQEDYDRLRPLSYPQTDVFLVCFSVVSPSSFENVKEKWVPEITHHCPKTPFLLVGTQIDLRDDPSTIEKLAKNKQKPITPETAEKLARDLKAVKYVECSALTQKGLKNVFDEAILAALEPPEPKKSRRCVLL
# * = called active by the depositor; ? = inconclusive; . = no result given.
SMILES,ABCB1 inh,GSH fluor,Rac1 wt modul,Rab7 wt modul,Rac1 mut GTP,Rab2 wt GTP,Pf gametocyte,HRas wt GTP,Avidin fluor,ABCG2 inh,Cdc42 wt
CC(C)(C)Nc1c(-c2ccc(O)cc2)nc2ccc(Cl)cn12,-0.7,57,99.0,97.0,96.0,98.0,-6.3,96.0,27,-1.0,99.0
CSc1nc2ccccc2n1CC(=O)Nc1cc(C(F)(F)F)ccc1N1CCOCC1,1.1,38,102.0,98.0,98.0,97.0,.,101.0,12,11.8,96.0
Cc1cc(C(=O)c2cnc(/N=C/N(C)C)s2)cc(C)c1O,0.6,14,105.0,98.0,99.0,99.0,.,102.0,34,3.2,103.0
CCC(C)(C)NC(=O)C(c1ccc(C)cc1)N(Cc1ccco1)C(=O)Cn1nnc2ccccc21 (stereo not drawn),3.7,15,102.0,97.0,99.0,99.0,10.1,99.0,7,5.0,98.0
CCOC(=O)c1cnc2c(c(C)nn2CC)c1NCCN1CCOCC1,6.8,11,98.0,95.0,96.0,97.0,-10.9,96.0,4,18.5,98.0
COc1ccc(N2C(=O)CCC(C(=O)N3CCCCCC3)C2c2ccc(OC)c(OC)c2)cc1 (stereo not drawn),0.3,19,105.0,103.0,101.0,104.0,.,105.0,16,1.0,105.0
C/C(=N\NC(=O)CC1N=C(Cc2ccccc2)NNC1=O)c1ccccc1 (stereo not drawn),0.2,12,103.0,99.0,98.0,98.0,.,102.0,34,1.4,104.0
CCN1CCCC1CNS(=O)(=O)c1ccc(Cl)c(C(F)(F)F)c1 (stereo not drawn),-0.1,20,99.0,91.0,97.0,97.0,28.9,96.0,8,-0.6,100.0
Cc1cccc(NC(=S)NNC(=O)c2ccccc2Br)c1,-0.5,13,97.0,99.0,97.0,95.0,.,96.0,14,-1.1,94.0
CCOc1ccc(CCNS(=O)(=O)c2cccc3nsnc23)cc1OCC,-1.0,32,?,?,?,?,8.3,?,6,1.5,?
O=C(CCC1=NS(=O)(=O)c2ccccc2N1)NC1CCCCCCC1,0.7,16,101.0,101.0,99.0,101.0,.,101.0,10,3.4,100.0
CCOC(=O)N1CCN(Cc2nc(-c3cccs3)no2)CC1,0.5,10,94.0,102.0,93.0,96.0,3.9,97.0,9,0.8,93.0
CCN1C(=O)c2ccc(C(=O)Nc3ncc(C)s3)cc2C1=O,-0.4,18,104.0,103.0,98.0,100.0,13.6,103.0,13,15.1,107.0
O=C(CNC(=O)c1ccccn1)N/N=C/c1ccccc1,-0.1,8,103.0,96.0,101.0,99.0,19.1,100.0,12,1.7,102.0
NCCCS(=O)(=O)O,-0.3,20,104.0,98.0,99.0,103.0,.,102.0,7,-0.9,107.0
Cc1sc2nc(SCC(N)=O)n(C)c(=O)c2c1C,0.2,16,104.0,100.0,97.0,100.0,-30.4,99.0,8,3.6,100.0
CCOCC(=O)Nc1ccc(S(=O)(=O)N2CCOCC2)cc1,0.1,54,92.0,98.0,93.0,92.0,.,96.0,8,0.0,93.0
CCSC1(SCC)N=C(N)C2(C#N)C(c3ccccc3)NC(C)=CC12C#N (stereo not drawn),0.4,17,103.0,100.0,98.0,100.0,.,99.0,32,1.5,99.0
Cc1ccc(SCCNC(=S)Nc2ccccc2)cc1,0.3,44,109.0,98.0,103.0,101.0,-17.5,103.0,8,1.8,106.0
COC(=O)Cn1cc(C(=O)C(C)(C)C)c2ccccc21,0.4,14,97.0,102.0,94.0,101.0,-8.5,97.0,12,1.8,101.0

# Quoted at random: 2 entries already listed, in no set order.
SMILES,ABCB1 inh,GSH fluor,Rac1 wt modul,Rab7 wt modul,Rac1 mut GTP,Rab2 wt GTP,Pf gametocyte,HRas wt GTP,Avidin fluor,ABCG2 inh,Cdc42 wt
O=C(CNC(=O)c1ccccn1)N/N=C/c1ccccc1,-0.1,8,103.0,96.0,101.0,99.0,19.1,100.0,12,1.7,102.0
CCN1CCCC1CNS(=O)(=O)c1ccc(Cl)c(C(F)(F)F)c1 (stereo not drawn),-0.1,20,99.0,91.0,97.0,97.0,28.9,96.0,8,-0.6,100.0

# Carrying on:
SMILES,ABCB1 inh,GSH fluor,Rac1 wt modul,Rab7 wt modul,Rac1 mut GTP,Rab2 wt GTP,Pf gametocyte,HRas wt GTP,Avidin fluor,ABCG2 inh,Cdc42 wt
COc1ccc(C(=O)Nc2cccc(C(=O)NCc3ccccc3)c2)cc1,1.3,10,93.0,97.0,95.0,94.0,1.5,93.0,11,11.2,94.0
O=C(c1ccc(=O)n(Cc2ccc(Cl)c(Cl)c2)c1)N1CCOCC1,0.2,35,108.0,104.0,101.0,98.0,-6.7,102.0,11,-5.0,100.0
Cc1cc(=O)n2[nH]c(-c3ccccc3)cc2n1,0.1,20,106.0,101.0,101.0,101.0,.,103.0,5,0.5,103.0
Cc1cc(NS(=O)(=O)Cc2ccccc2)no1,0.5,36,97.0,97.0,96.0,96.0,.,99.0,14,0.9,99.0
CC1(C)Cc2ccccc2C(NNC(=O)c2ccccc2)=N1,0.2,11,98.0,103.0,99.0,101.0,0.4,98.0,23,0.2,99.0
O=C(CSc1ncccc1C(=O)O)NCc1ccc(F)cc1,0.0,16,109.0,104.0,104.0,106.0,-24.4,107.0,6,-0.2,112.0
O=C(c1ccco1)N(Cc1ccc([N+](=O)[O-])cc1)c1ccc(Cl)cc1,2.1,11,98.0,96.0,99.0,96.0,11.8,97.0,10,12.6,101.0
Cc1cccc(OCC(=O)Nc2cccc(-c3nnc(-c4ccccc4)o3)c2)c1C,0.3,22,105.0,97.0,99.0,100.0,.,101.0,17,3.8,104.0
COc1ccc(/C=N/NC(=O)c2cccc(NC(=O)c3ccccc3Cl)c2)cc1OC,0.7,17,99.0,97.0,92.0,95.0,.,97.0,9,-1.6,93.0
N#CCCn1nc(-c2ccc(Br)cc2)cc1Nc1ccccc1NC(=O)C(F)(F)F,1.5,6,105.0,100.0,100.0,97.0,4.2,101.0,13,27.7,101.0
CC(C)(C)NC(=S)NCc1ccco1,-2.6,10,100.0,97.0,99.0,99.0,-0.6,98.0,14,-6.7,99.0
Cc1ccc(CN2C3CCCC2CC(NC(=O)c2ccc(C)cc2)C3)cc1 (stereo not drawn),1.8,11,100.0,103.0,96.0,99.0,.,100.0,9,1.8,101.0
CCOc1cc(C=C(C(=O)OC)C(=O)OC)ccc1OCc1ccc([N+](=O)[O-])cc1,0.2,40,98.0,95.0,95.0,96.0,.,96.0,8,1.5,95.0
O=C(OCc1cc2ccccc2[nH]c1=O)C1CCCCC1,1.7,50,100.0,97.0,98.0,98.0,.,98.0,3,4.6,98.0
CCOC(=O)c1c(N2C(=O)Nc3ccccc3N2O)n[nH]c1-c1cccc(OC)c1,1.2,11,97.0,102.0,94.0,96.0,-14.3,98.0,10,1.9,96.0
CN(c1ccccc1C(=O)Nc1cccc([N+](=O)[O-])c1)S(C)(=O)=O,0.9,10,101.0,99.0,102.0,98.0,.,100.0,16,10.9,104.0
c1csc(CNc2ccc3c(c2)OCCO3)c1,1.5,9,103.0,98.0,101.0,102.0,-11.6,101.0,9,20.1,101.0
CCOP(C)(=O)C1(C(=O)OCc2ccccc2)CC1 (stereo not drawn),-0.1,6,107.0,102.0,103.0,102.0,6.9,106.0,7,-0.4,107.0
CN(C)C(CNC(=O)CCCc1c[nH]c2ccccc12)c1ccco1 (stereo not drawn),0.4,37,99.0,98.0,97.0,98.0,-15.7,97.0,7,1.9,98.0
Cc1ccc(NC(=S)Nc2ccc(F)cc2)c(C)c1,-0.5,11,97.0,97.0,97.0,98.0,.,99.0,9,-1.7,100.0
CCOC(=O)CSc1nnc(CNC(=O)c2cccs2)n1-c1cc(OC)ccc1OC,-0.1,30,99.0,101.0,98.0,100.0,.,99.0,7,0.0,99.0
O=C(CCC1CCCC1)Nc1ccc(Br)cn1,1.8,13,102.0,102.0,95.0,100.0,.,98.0,7,28.9,97.0
CCOc1ccc(C(=O)NCC(=O)OCc2c(F)cccc2Cl)cc1,0.5,5,106.0,104.0,99.0,100.0,16.8,102.0,2,8.2,101.0
CN1CCN(c2ccccc2NC(=O)c2ccc(-c3ccc(Cl)cc3Cl)o2)CC1,3.5,16,104.0,101.0,101.0,102.0,-7.6,101.0,4,3.1,102.0
O=C(O)c1ccc(CSCc2ccco2)cc1,0.3,33,91.0,96.0,92.0,95.0,.,96.0,13,7.2,97.0
Cc1ccc(CN2CCN(CC(=O)NCc3ccc(Cl)cc3)C2=O)cc1,1.0,48,?,?,?,?,2.7,?,4,1.8,?
CC(C1CC1)N(C(=O)c1ccccc1O)c1ccccc1 (stereo not drawn),0.1,4,104.0,101.0,100.0,101.0,-19.1,100.0,11,0.4,101.0
Cc1ccsc1C=Nc1c(C)n(C)n(-c2ccccc2)c1=O,-0.8,23,98.0,93.0,97.0,96.0,-7.5,95.0,15,-11.4,102.0
CC1CCCC(NC(=O)COC(=O)CCC2CCCC2)C1C (stereo not drawn),0.2,8,99.0,96.0,95.0,98.0,.,100.0,7,0.3,99.0
Cn1cnnc1Sc1nc2c(c(=O)n(C)c(=O)n2C)n1Cc1ccccc1Cl,0.3,27,105.0,95.0,98.0,98.0,19.8,99.0,37,4.1,100.0
O=C1C2C3C=CC(CNS(=O)(=O)c4ccccc4[N+](=O)[O-])(O3)C2C(=O)N1c1ccccc1 (stereo not drawn),1.1,16,96.0,104.0,95.0,97.0,.,99.0,9,10.5,100.0
O=S(=O)(NC1CCCCC1Nc1ccc(Cl)cc1)c1ccccc1 (stereo not drawn),5.7,3,106.0,102.0,99.0,99.0,.,99.0,14,45.8,99.0
CCOc1ccccc1NC(=S)N1CCC(NC(=O)NC23CC4CC(CC(C4)C2)C3)CC1,0.2,49,97.0,96.0,95.0,94.0,.,94.0,8,0.9,96.0
N#C/C(=C\c1cccnc1)C(=O)Nc1cccc2ccccc12,1.1,15,88.0,96.0,90.0,91.0,-23.6,94.0,3,12.9,87.0
O=C1Nc2ccccc2/C1=C/C(=O)c1cccs1,0.3,11,107.0,98.0,96.0,100.0,-27.9,100.0,12,3.9,101.0
COc1ccc(C(=O)NCc2nnc(SCC(=O)Nc3ccc4c(c3)OCO4)o2)cc1,0.3,14,98.0,95.0,95.0,98.0,5.8,97.0,15,0.4,96.0
CCCCCn1c(SCC2CCCO2)nc2cc(C(=O)N3CCC(C(N)=O)CC3)ccc2c1=O (stereo not drawn),1.8,12,105.0,98.0,99.0,101.0,.,98.0,9,14.6,100.0
CSc1sccc1/C=N/NC(=O)c1ccncc1,-1.5,10,105.0,100.0,98.0,98.0,16.6,97.0,6,0.5,97.0
O=C(COc1cccc2ccccc12)NNC(=O)CSCCO,0.0,3,105.0,99.0,98.0,96.0,17.9,99.0,15,-1.2,103.0
